PKA-R1A activ = activates the PKA-R1A holoenzyme complex | PKA-R1A dissociation, Cy5-IP20 fluorescence polarization; scaled: DMSO 0%, 113 µM cGMP 100% | activation, % at 11.4 µM | actives 0.083% (n = 340,000) | AID 504707;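 active = percent activation above the mean of all tested compounds plus 3 SD, cut at about 19% in these data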;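 also: higher means more PKAc released from R1A so a rise in polarization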
MITF TRPM1 HTS = increases MITF-driven TRPM1 promoter luciferase signal; SK-MEL-5 TRPM1-promoter luciferase, 24 h; % of positive control, neutral wells = 0; activation, % at 12.5 µM; actives 0.75% (n = 300,000); AID 588334;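 active = mean activation of at least 80% with every replicate also reaching 80%; inconclusive = mean reaches 80% but some replicate falls short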;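 also: 0% = neutral control wells and 100% = parthenolide positive control wells; values of inactives mirror those of a sister screen read the other way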
NSD2 inh = blocks human histone methyltransferase NSD2 | NSD2 peptide methylation, AlphaScreen, 120 min | inhibition, % at 12.5 µM | actives 0.54% (n = 310,000); in the data active = inhibition above about 50%
Arr AP2 block = inhibitors of human beta-arrestin and AP2 interaction; FITC-arrestin peptide / GST-AP2 beads, flow cytometry; AP2 beta2 appendage carries R879A mutation; inhibition, % at 10 µM; actives 0.31% (n = 340,000);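 active = inhibition above a set limit, near 3 SD of compounds lacking own fluorescence, cut at about 54% in these data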;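 also: plate controls were DMSO wells for no effect and 5 µM unlabelled arrestin peptide for full effect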
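system = GST-tagged AP2 beta2-adaptin appendage (R879A) on 4 µm glutathione beads | reagent = FITC-labelled arrestin peptide probe, 50 nM final | schedule = compound with beads 12 min RT, then probe 1 h RT | signal = HyperCyt-sampled flow cytometry, FL1 channel, ex 488/em 535 nm | read-out = percent response from loss of bead-bound FITC fluorescence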
dFosB activator = mouse delta FosB homodimer activation; P13346; purified delta FosB, TAMRA-CDK5 oligo fluorescence polarization; percent of positive-control signal above neutral wells; activation, % at 25 µM; actives 0.99% (n = 340,000); AID 493131;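 active = mean activation above about 17%, with every replicate also reaching it, limit read from the data, passing the limit was not always enough; inconclusive = only one of the two conditions met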;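 also: fluorescence polarization rise as delta FosB binds a TAMRA Cdk5 AP-1 oligo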
CDK5 p35 inh = blocks human CDK5/p35 kinase activity; Q00535+Q15078; Recombinant CDK5/p35, ADP-Glo luminescence, 60 min; inhibition, % at 10 µM; actives 0.01% (n = 330,000); AID 488839;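 active = highest replicate inhibition of at least 50% and at least 75% of replicates reaching 50%; inconclusive = only one of the two criteria met; inactive = both criteria failed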;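 also: plate controls were DMSO neutral control for no effect and GW8510 at 10 µM for full effect; many of its hits are not listed in these tables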
PKA-R2B activ = PKA-R2B complex activation; actives 0.079% (n = 340,000); activation, % at 11.4 µM; PKA-R2B holoenzyme dissociation, Cy5-IP20 fluorescence polarization; R2B truncated from residue 108, S112A mutant; 0% DMSO only, 100% 113 µM cGMP; P22694+P31323; AID 504700;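 active = activation above a cutoff set at the mean over all compounds plus 3 SD, cut at about 18% in these data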;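 also: higher means more holoenzyme dissociation and a rise in polarization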
Target sequence (P31323 whole entry, looked up, other chains not shown, the tested form may be a part): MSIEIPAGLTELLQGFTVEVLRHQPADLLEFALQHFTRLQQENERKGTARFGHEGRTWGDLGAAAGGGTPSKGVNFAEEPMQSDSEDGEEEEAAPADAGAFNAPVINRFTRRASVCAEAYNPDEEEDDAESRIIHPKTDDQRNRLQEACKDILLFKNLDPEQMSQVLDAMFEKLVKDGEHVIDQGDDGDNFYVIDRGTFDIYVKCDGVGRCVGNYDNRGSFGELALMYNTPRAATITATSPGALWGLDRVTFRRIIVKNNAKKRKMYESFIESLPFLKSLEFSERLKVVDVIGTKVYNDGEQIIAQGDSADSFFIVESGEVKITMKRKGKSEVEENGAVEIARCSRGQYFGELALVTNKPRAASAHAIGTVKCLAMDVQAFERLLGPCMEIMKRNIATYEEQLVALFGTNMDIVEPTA
SR-BI uptake up = SR-BI HDL lipid transfer activation; AID 504775; CHO ldlA[mSR-BI] cells, DiI-HDL uptake fluorescence, 3 h; 100 = double the neutral-control signal; actives 0.096% (n = 320,000); activation, % at 12.5 µM;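 active = mean replicate activation of at least 60% and every replicate at or above 60%; inconclusive = mean or all-replicate condition met, but not both; inactive = mean below 60% and not all replicates reaching 60%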;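 also: 0% = median plate neutral-control signal and 100% = twice that signal; values of inactives mirror those of a sister screen read the other way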
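System: CHO ldlA[mSR-BI] cells / Medium: HEPES-buffered (25 mM, pH 7.4) F12 plus 0.5% BSA / Probe or stimulus: labelled HDL, 10 µg/mL / Doses: single compound concentration, delivered by pin transfer / Schedule: 3 h, 37 °C / Measured by: DiI fluorescence, bottom read / Measure: cell-associated DiI fluorescence as measure of HDL uptake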
Mot1-301 SUMO = blocks SUMOylation pathway, rescuing yeast Mot1-301 growth; S. cerevisiae Mot1-301 growth rescue, ATP luminescence, 38.5C; percent above DMSO median, 100 means doubled; growth rescue, % at 18.8 µM; AID 2716; actives 1% (n = 320,000);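 active = every valid replicate shows activation above 250% relative to neutral control wells; inactive = the rest, any valid replicate at or below 250%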;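 also: OY570 slx delta 5 strain wells were the positive control but not used for scaling; some compounds called inactive have numbers as strong as hits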
SR-BI DiI inh = inhibitors of mouse SR-BI mediated HDL lipid uptake. Q61009. ldlA[mSR-BI] CHO cells, DiI-HDL uptake fluorescence, 3 h. inhibition, % at 12.5 µM. actives 0.96% (n = 320,000). AID 488896;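 active = mean replicate inhibition of at least 70% and a set share of replicates each scoring 70 or more; inconclusive = meets just one of the two criteria; inactive = fails both criteria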;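 also: 0% = median of neutral control wells and 100% = median of positive control wells; values of inactives mirror those of a sister screen read the other way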
Target sequence (Q61009 whole entry, looked up): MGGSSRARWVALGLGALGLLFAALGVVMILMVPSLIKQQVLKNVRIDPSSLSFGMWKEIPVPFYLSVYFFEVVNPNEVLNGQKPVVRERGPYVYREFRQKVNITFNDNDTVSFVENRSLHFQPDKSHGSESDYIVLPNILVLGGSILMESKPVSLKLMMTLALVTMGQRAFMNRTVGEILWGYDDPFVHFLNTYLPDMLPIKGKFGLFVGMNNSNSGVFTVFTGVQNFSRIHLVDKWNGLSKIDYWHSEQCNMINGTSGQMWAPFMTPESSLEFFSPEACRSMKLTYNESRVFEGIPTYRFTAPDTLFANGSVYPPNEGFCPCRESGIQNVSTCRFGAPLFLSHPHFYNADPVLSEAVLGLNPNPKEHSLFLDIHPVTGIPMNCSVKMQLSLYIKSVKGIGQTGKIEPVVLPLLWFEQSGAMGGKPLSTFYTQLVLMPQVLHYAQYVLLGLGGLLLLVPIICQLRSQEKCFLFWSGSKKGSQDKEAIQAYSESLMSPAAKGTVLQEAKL
Pemphigus Ab inh = inhibitors of pemphigus antibody binding to human desmoglein-3 | DSG3-coupled beads, scFv-anti-DSG3-GFP binding, flow cytometry; active compounds read low | binding (percent of control), % at 10 µM | actives 0.48% (n = 310,000);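 active = binding more than 3 SD below its plate's average and above zero; inconclusive = below that plate limit but binding exactly zero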;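 also: hits lower antibody fragment binding to DSG3; some compounds called inactive have numbers as strong as hits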
* hit, by the source's call; ? = inconclusive; . = no result given.

Below each SMILES: PKA-R1A activ	MITF TRPM1 HTS	NSD2 inh	Arr AP2 block	dFosB activator	CDK5 p35 inh	PKA-R2B activ	SR-BI uptake up	Mot1-301 SUMO	SR-BI DiI inh	Pemphigus Ab inh
O=C(NC1CCS(=O)(=O)C1)c1ccc(S(=O)(=O)NCC2CCCO2)cc1 (configuration not stated)
  2	7	-1	1	-7	-0.6	-3	7	-7	-7	91
CCCC(=O)NC(c1cccs1)c1cc(Cl)c2cccnc2c1O (configuration not stated)
  -7	-45	.	6	-8	1.2	-13	-12	-5	12	100
CC(=O)Nc1ccc(NC(=O)C(C)OC(=O)/C=C/c2cn(-c3ccccc3)nc2-c2cccnc2)cc1 (configuration not stated)
  -8	-2	1	-3	-26	1.8	-5	-10	-13	10	.
CC1CC1C(=O)Nc1nc(-c2cccs2)c(-c2cccs2)s1 (configuration not stated)
  5	-5	-1	-1	-13	-1.9	4	-42	-2	42	107
CS(=O)(=O)Nc1cccc(C2=NN(C(=O)c3ccccc3Cl)C(c3ccccc3O)C2)c1 (configuration not stated)
  -4	-1	1	16	-4	0.0	1	5	5	-5	101
Cc1ccc2c(CN3CCN(S(=O)(=O)/C=C/c4ccccc4)CC3)cc(=O)oc2c1
  -1	3	-2	6	-3	0.0	-18	6	-7	-6	108
COc1ccc(Cc2n[nH]c(=S)n2NC(=O)Nc2ccc(Cl)c(Cl)c2)cc1
  -8	-5	.	-20	8	1.2	-7	.	-29	.	95
CC(C)CC1(C)N=C(c2ccccc2)C(=S)N1 (configuration not stated)
  -6	12	.	-6	-6	2.8	-4	8	-4	-8	101
COc1ccc(CNC(=S)Nc2ccc(F)c(Cl)c2)cc1OC
  -10	-7	2	29	5	0.2	-7	-4	-3	4	104
CCOC(=O)c1c(NC(=S)N2CCN(C)CC2)sc(C)c1-c1ccccc1
  -2	2	20	14	-9	-0.2	-2	-26	-30	26	108
COc1cccc(-n2c(=O)n(Cc3ccccc3)c(=O)c3[nH]cnc32)c1
  -2	-8	-2	-13	-1	0.2	-4	.	15	.	111
CC(C)NC(=O)NC(=O)CN1C(=O)NC(Cc2c[nH]c3ccccc23)C1=O (configuration not stated)
  -1	-18	1	-8	-10	-0.2	-5	-2	-4	2	97
c1ccc(CN=C2Nc3ccccc3CS2)nc1
  3	69	-1	13	-1	-8.1	-7	-11	-10	11	107
NS(=O)(=O)c1ccc(NC(=O)CSc2nnc(C3CC3)n2C2CC2)cc1
  6	0	44	0	-4	1.0	1	1	0	-1	91
CCCCn1cc(C(=O)c2cc(Br)ccc2O)cc(C#N)c1=O
  -5	-2	4	14	-7	0.1	9	-39	-10	39	119
O=C(Nc1ccc(NC(=O)c2ccco2)cc1)c1cnccn1
  -4	38	-2	-1	0	1.9	10	.	-13	.	96
O=C(O)c1cc(N/N=C/c2ccc(N3CCOCC3)s2)ccc1Cl
  16	9	.	17	-12	-1.5	-7	20	-5	-20	109
O=C(c1cn(-c2ccccc2)nc1-c1cccc([N+](=O)[O-])c1)N1CCCCC1
  4	22	-2	-2	-1	-0.4	-9	-73	-9	73*	99
O=C(Cn1cnc([N+](=O)[O-])c1)Nc1ccccc1C(F)(F)F
  0	-2	-1	3	-2	1.4	-1	-3	7	3	102
CCOc1ccc(N(CC)C(=O)COc2cc(=O)n(C)c3ccccc23)cc1
  -10	-13	.	0	-9	0.9	-2	16	0	-16	108
O=S(=O)(c1ccccc1)N1CCN(Cc2ccc(Cl)cc2)CC1
  -6	-1	6	-17	-6	1.2	-2	14	39	-14	118
CCOC(=O)C/C(N)=N/N(C)c1ncc(C(F)(F)F)cc1Cl
  -3	-6	1	-7	-7	-7.1	-10	-6	-15	6	72
Cc1ccc(NC(=O)CSc2nc3c(c(=O)[nH]2)CN(Cc2ccc(F)cc2)CC3)cc1C
  -3	1	2	-4	6	-0.2	-10	30	-10	-30	91
Nc1c(Br)cc2c([nH]c(=O)c3ccccc32)c1Br
  5	-10	1	2	-17	3.7	-12	-2	.	2	75
CC(C)OC(=O)c1c(NS(=O)(=O)c2ccccc2)sc2c1CCCC2
  3	-10	4	1	1	0.1	4	17	-8	-17	148
CC(=O)Nc1ccc(OC(=O)Oc2ccc(NC(C)=O)cc2)cc1
  7	20	29	24	-13	1.0	3	8	34	-8	122
CC(Oc1ccccc1)c1nnc(SCC(=O)NC2CC2)n1C (configuration not stated)
  -4	-2	10	-6	-2	-0.3	-14	20	-2	-20	105
CCCN1CNC(=S)N(c2ccc(C(=O)OCC)cc2)C1
  -3	11	-1	39	3	-1.4	-9	9	-1	-9	128
Cc1ccc(S(=O)(=O)N/N=C(\c2ccccc2)C2CC2)cc1
  -6	-8	-5	-2	-12	0.6	-2	13	117	-13	109
O=C(O)C[C@H]1c2cc(F)ccc2S(=O)(=O)N1C1CCN(Cc2ccccc2)CC1
  11	2	.	26	-2	-0.3	2	14	-3	-14	103
CC(C)(C)c1ccc(S(=O)(=O)NCC(=O)Nc2ccc(-c3nc4ccccc4s3)cc2)cc1
  3	58	.	-6	8	-1.0	8	10	11	-10	105
Nc1ccc2c(c1)C(=NO)c1ccccc1-2
  -1	50	9	36	0	25	-3	5	.	-5	90
COc1ccc(-c2nn(-c3ccccc3)cc2C(=O)Nc2nccs2)cc1
  -8	0	0	-3	-3	-0.4	8	-60	1	60	99
COc1cccc(C(=O)N/N=C(/c2ccccc2)c2ccccn2)c1
  1	-66	15	0	-33	0.3	-8	.	48	.	112
CCn1cc(C(=O)Nc2ccc(OC)c(S(=O)(=O)N3CCCCC3)c2)c(=O)c2ccc(C)nc21
  -8	-4	-1	23	0	1.1	-4	-26	-14	26	102
Cc1c(Cl)cnn1CC(=O)NC1C(=O)N2C(C(=O)O)=C(CSc3nnnn3C)CSC12 (configuration not stated)
  -4	-7	0	-6	-4	-2.2	5	?	6	-175	102
Cc1nn(-c2ccccc2)c(C)c1CNC(=O)c1ccc(S(=O)(=O)NCc2ccco2)cc1
  9	10	.	8	-10	-1.4	-4	6	-3	-6	101
CC(CCN1CCC(CN2C(=S)NCC2Cc2ccccc2)CC1)c1ccccc1 (configuration not stated)
  -4	16	.	-19	1	-0.1	-3	-30	.	30	107
O=C(COC(=O)c1cc([N+](=O)[O-])ccc1N1CCOCC1)NC1CCCCC1
  0	-9	1	-6	3	-0.6	-2	-31	-7	30	102
COc1cccc(C2=NOC(C(=O)NC(C)(C)C)C2)c1 (configuration not stated)
  15	19	-4	-6	3	1.5	-7	30	-5	-30	103

Four entries picked at random from the list so far, as already listed:
Below each SMILES: PKA-R1A activ	MITF TRPM1 HTS	NSD2 inh	Arr AP2 block	dFosB activator	CDK5 p35 inh	PKA-R2B activ	SR-BI uptake up	Mot1-301 SUMO	SR-BI DiI inh	Pemphigus Ab inh
O=C(COC(=O)c1cc([N+](=O)[O-])ccc1N1CCOCC1)NC1CCCCC1
  0	-9	1	-6	3	-0.6	-2	-31	-7	30	102
COc1cccc(C(=O)N/N=C(/c2ccccc2)c2ccccn2)c1
  1	-66	15	0	-33	0.3	-8	.	48	.	112
CC(CCN1CCC(CN2C(=S)NCC2Cc2ccccc2)CC1)c1ccccc1 (configuration not stated)
  -4	16	.	-19	1	-0.1	-3	-30	.	30	107
COc1ccc(-c2nn(-c3ccccc3)cc2C(=O)Nc2nccs2)cc1
  -8	0	0	-3	-3	-0.4	8	-60	1	60	99

Going on with the list:
Below each SMILES: PKA-R1A activ	MITF TRPM1 HTS	NSD2 inh	Arr AP2 block	dFosB activator	CDK5 p35 inh	PKA-R2B activ	SR-BI uptake up	Mot1-301 SUMO	SR-BI DiI inh	Pemphigus Ab inh
CCOC(=O)c1c(C)[nH]c(C)c1C(=O)COC(=O)c1ccc(O)cc1
  -3	-3	0	-24	-5	-2.4	-10	2	-1	-2	103
O=C(NCC1CCCO1)c1ccccc1NS(=O)(=O)c1cccc([N+](=O)[O-])c1 (configuration not stated)
  0	7	0	24	1	-0.3	-1	19	16	-19	.
COc1ccc(C(=O)C(C)OC(=O)COc2ccccc2)cc1 (configuration not stated)
  2	-6	-3	30	1	1.8	-3	34	26	-34	102
CNc1cnn(-c2ccccc2)c(=O)c1Cl
  -3	.	-6	6	-3	-1.5	3	49	-6	-49	94
N#Cc1ccccc1CCN1C(=O)c2ccccc2C1=O
  3	.	-2	4	2	-1.8	-4	12	-9	-12	100
Cc1cccc(C(=O)OC(C)CN2CCCC2)c1 (configuration not stated)
  4	14	0	15	0	-2.2	3	0	11	0	92
Cc1nc(Nc2ccccc2)[nH]c(=O)c1CCC(C)C
  -7	.	0	6	-11	1.1	-3	-11	-5	11	103
CCOC(=O)N1CCN(C(=O)C2CC(c3cc(OC)ccc3OC)=NO2)CC1 (configuration not stated)
  4	0	-3	1	-11	1.8	-2	-3	-8	3	102
COc1ccc(-c2cc(=O)c3ccccc3s2)cc1
  0	40	-4	20	-52	0.8	-2	-14	-11	14	87
Cn1c(NC(=O)c2ccc(Cl)cc2)cc(=O)n(C)c1=O
  2	-3	-2	31	1	-0.5	-5	17	-12	-17	86
CCOc1ccc(N2C(=O)CSC2=S)cc1
  -9	-1	1	-5	-5	-0.7	-5	10	97	-10	112

An excerpt from above in order of heavy-atom count, ascending:
Below each SMILES: PKA-R1A activ	MITF TRPM1 HTS	NSD2 inh	Arr AP2 block	dFosB activator	CDK5 p35 inh	PKA-R2B activ	SR-BI uptake up	Mot1-301 SUMO	SR-BI DiI inh	Pemphigus Ab inh
O=S(=O)(c1ccccc1)N1CCN(Cc2ccc(Cl)cc2)CC1
  -6	-1	6	-17	-6	1.2	-2	14	39	-14	118
CC(C)OC(=O)c1c(NS(=O)(=O)c2ccccc2)sc2c1CCCC2
  3	-10	4	1	1	0.1	4	17	-8	-17	148
O=C(NC1CCS(=O)(=O)C1)c1ccc(S(=O)(=O)NCC2CCCO2)cc1 (configuration not stated)
  2	7	-1	1	-7	-0.6	-3	7	-7	-7	91

Source: PubChem BioAssay (several laboratories)
